Salmonella PhoP GFP = inhibitors of PhoP regulon expression, primary screen, Salmonella Typhimurium, GFP reporter (AID 1863) | S. Typhimurium PhoP-regulated promoter GFP reporter, 4 h; higher % means a stronger effect | one-dose inhibition, % at 50 µM; IC50 in µM for titrated hits | 0.16% of 300,000 active;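 active means inhibition over 29.93%, a cutoff 3 SD above the screen mean, later confirmed by dose response; inconclusive means inhibition over 29.93% but no dose response follow-up; inactive means inhibition at most 29.93% or unconfirmed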;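 further: 0% = low Mg2+ inducing control and 100% = high Mg2+ repressing control; strong numbers were not always called active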
West Nile virus CPE = West Nile virus antiviral activity, cell-based, CPE readout (AID 1621) | West Nile virus-infected cells, CPE inhibition; higher % means a stronger effect | CPE inhibition, % at 10 µM; hits with a dose series show IC50 in µM | 0.02% of 290,000 active; in the data active means a potency from the dose series; inconclusive means CPE inhibition mostly from about 3.7% at the one dose, without a potency; inactive means the rest, 99 in 100 with CPE inhibition below about 2.2%; further: strong numbers were not always called active
P. falciparum M1AAP = P. falciparum M1AAP inhibitors, biochemical, fluorogenic H-Leu-NHMec substrate, 1536-well (AID 1445); inhibition, % at 30 µM, or IC50 in µM where a hit was titrated; recombinant M1AAP, H-Leu-NHMec fluorogenic kinetic assay; higher % means a stronger effect; 0.42% of 220,000 active; Aminopeptidase N (Plasmodium falciparum (isolate 3D7));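 active means primary inhibition above the hit cutoff, then over 50% inhibition at one or more dose response concentrations, cut at about 23% in these data, passing the limit was not always enough; inconclusive means conflicting primary data, or primary hits not chosen for dose response; inactive means low primary inhibition, or under 50% at every dose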;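 further: plate controls were DMSO full reaction for no effect and no enzyme background for full effect; strong numbers were not always called active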
Siah-1 displacement = Siah-1 peptide-binding antagonists, primary screen, biochemical, fluorescence polarization, rhodamine-plectin, uHTS (AID 1817) | Siah-1 / rhodamine-plectin peptide fluorescence polarization; higher % means a stronger effect | E3 ubiquitin-protein ligase SIAH1 (Homo sapiens) | displacement, % at 20 µM; hits with a dose series show IC50 in µM | 0.02% of 290,000 active;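 active means displacement of at least 50% at 20 µM, with a fluorescence ratio check between 0.3 and a set limit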;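 further: plate controls were Siah plus tracer with DMSO for no effect and tracer alone without Siah for full effect; strong numbers were not always called active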
human PMI inhibitors = human PMI inhibitors, high substrate, primary screen, biochemical, fluorescence intensity, high mannose 6-phosphate (AID 1220). Mannose-6-phosphate isomerase (Homo sapiens). recombinant PMI enzyme, coupled fluorescence intensity; higher % means a stronger effect. inhibition, % at 20 µM; hits with a dose series show IC50 in µM. 0.66% of 190,000 active; in the data active means inhibition above about 50%
M17LAP inhibition = P. falciparum M17LAP inhibitors, primary screen, biochemical, fluorogenic H-Leu-NHMec substrate, 1536-well (AID 1619). Leucine aminopeptidase (Plasmodium falciparum (isolate 3D7)). recombinant M17LAP, H-Leu-NHMec fluorogenic kinetic assay; higher % means a stronger effect. inhibition, % at 30 µM; hits with a dose series show IC50 in µM. 0.38% of 220,000 active;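 active means compound inhibiting the enzyme by more than half at any dose during confirmatory dose-response retesting; inconclusive means strong single-dose inhibitors picked by rank but not retested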;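 further: plate controls were full reaction with DMSO carrier for no effect and no enzyme background for full effect; strong numbers were not always called active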
CSM14.1 death rescue = rescue of cells from ER stress-induced death, primary screen, 384-well, CSM14.1, thapsigargin, ATP luminescence (AID 1222); CSM14.1 thapsigargin-induced death rescue, ATP luminescence; higher % means a stronger effect; one-dose cellular ATP content (survival), % at 20 µM; EC50 in µM for titrated hits; 190,000 tested, under 10 active;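 active means EC50 below 50 µM in the dose-response confirmation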;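 further: death triggered by thapsigargin at about 15 µM added after 2 h compound pretreatment; cell ATP read after overnight thapsigargin exposure of roughly 18 to 22 hours; normalized against plate controls of thapsigargin alone and 5% DMSO vehicle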
XIAP antagonists = XIAP antagonists, biochemical, IAP family, fluorescence polarization (AID 1018). E3 ubiquitin-protein ligase XIAP (Homo sapiens). XIAP BIR domain, fluorescence polarization peptide displacement; higher % means a stronger effect. displacement, % at 20 µM, or IC50 in µM where a hit was titrated. 0.007% of 200,000 active; in the data active means displacement above about 50%; further: a part of the inactive calls stands beside numbers as strong as those of hits
Yfh1-depleted yeast = enhancers of respiration in Yfh1-depleted yeast, dose response, Friedreich's ataxia, plus single-dose screen (AID 1465); S. cerevisiae Yfh1-off respiration, WST-1 reduction, 72 h; higher fold induction means a stronger effect; fold induction at 50 µM; hits with a dose series show EC50 in µM; 0.074% of 220,000 active;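 active means fold induction of absorbance versus untreated yeast above a set limit, then at least 30% activation at any dose in follow-up; inconclusive means repeats straddling the limit, or above it without dose testing; inactive means fold induction below the set limit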;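 further: activators that raise dye reduction in frataxin-depleted yeast; strong numbers were not always called active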
An asterisk follows results filed as active; i = inactive; u = inconclusive; x = not tested or not shown; & = joins results of further samples.

SMILES	Salmonella PhoP GFP	West Nile virus CPE	P. falciparum M1AAP	Siah-1 displacement	human PMI inhibitors	M17LAP inhibition	CSM14.1 death rescue	XIAP antagonists	Yfh1-depleted yeast
COc1ccc(C2(C#N)CCN(C)CC2)cc1	5%	-0.3%	0%	-2%	-10%	-9%	-1.2%	-5.8%	i
O=c1[nH]c(=S)n(-c2ccccc2)c(O)c1C=NCc1ccccn1	4%	0.2%	15%	0%	x	6%	x	x	i
N#CC(C#N)=Cc1ccc(-c2ccccc2F)o1	6%	0.1%	-5%	5%	7%	-2%	-1.8%	-3.0%	i
CN(C)C(=O)Oc1noc2cc(Cl)ccc12	-2%	0.7%	8%	1%	x	4%	x	x	i
O=C(O)C(Cc1cnc[nH]1)NS(=O)(=O)c1ccc(Cl)cc1 (centres undefined)	6%	1.9%	-1%	2%	5%	-12%	-0.7%	-11%	i
COC(=O)C1=Nc2ccccc2/C1=C\c1c(O)n(-c2ccc(OC)cc2)c(=O)[nH]c1=O	1%	0.0%	20%	-7%	-8%	19%	1.2%	-4.2%	i
CCCCn1c(O)c(C(CC)=NCc2cc(OC)cc(OC)c2)c(=O)[nH]c1=O	-3%	0.7%	4%	3%	16%	15%	-0.6%	-1.4%	i
O=c1c2cc([N+](=O)[O-])ccc2nc(CN2CCOCC2)n1-c1ccccc1F	0%	0.1%	2%	-6%	-27%	19%	-0.4%	-5.8%	i
COC(=O)[C@@H]1[C@@H](C(=O)OC)C2(c3ccccc3-c3ccccc32)N(c2ccc(Cl)cc2)N1C#N	-5%	-1.5%	3%	-1%	8%	3%	-2.9%	-4.6%	i
CN1C(=O)NC(=O)/C(=C/c2ccc([N+](=O)[O-])o2)C1=O	-4%	-0.2%	6%	7%	x	12%	x	x	i
CCN1C(=O)CC(c2cccnc2)=Nc2ccccc21	0%	-0.1%	12%	0%	6%	3%	3.5%	-6.4%	i
CCOC(=O)c1sc(N=Nc2c(O)[nH]c(=O)[nH]c2=O)c(C(=O)OCC)c1C	20%	-0.3%	-5%	-4%	-2%	-7%	-2.5%	-0.9%	i
O=C(NCCN1CCOCC1)c1ccc(Cl)nc1Cl	1%	0.2%	-11%	-4%	6%	-18%	1.4%	-3.9%	i
CCOP(=O)(OCC)C(O)c1cccc([N+](=O)[O-])c1 (centres undefined)	-15%	0.4%	2%	2%	-12%	3%	x	-2.0%	i
O=c1[nH]c(=O)n(CCC2=CCCCC2)c(O)c1/C=N/N1CCOCC1	-8%	0.2%	-12%	0%	x	-9%	x	x	i
CC(=NCCCO)c1c(O)[nH]c(=O)[nH]c1=O	-10%	-0.1%	1%	6%	x	5%	x	x	i
O=c1[nH]cc(F)c(=O)[nH]1	9.8µM*	1.9%	-2%	6%	2%	4%	-0.2%	-5.6%	i
CC(C)Cc1nc(N2CCNCC2)c(C#N)c2c1CCC2	6%	-0.8%	2%	-4%	x	1%	x	x	i
CN(C)C(=O)Oc1ccc(OCc2n(C)c3ccccc3[n+]2C)cc1	-8%	0.4%	8%	0%	-6%	14%	-1.4%	-0.3%	i
O=C(CCn1c(=O)oc2ccccc21)N1CCC2(CC1)OCCO2	6%	-0.4%	1%	-5%	-7%	8%	-0.6%	-4.0%	i
Cc1cc(C=O)c(C)n1C1CC1	3%	-0.1%	2%	5%	-2%	-2%	-0.8%	-1.3%	i
COc1cc2c(cc1O)C[C@H]1NCCc3cc4c(c-2c31)OCO4	6%	1.7%	9%	50%	50%	-10%	-4.7%	-7.8%	i
Cc1ccc(C2C(S(C)(=O)=O)=C(O)C(=O)N2c2ccccc2)cc1 (centres undefined) (tested in a mixture with another compound)	-2%	0.1%	2%	6%	-3%	15%	-0.4%	-5.7%	i
O=C(COC(=O)Cc1ccccc1)Nc1cccnc1Cl	-2%	0.2%	1%	1%	16%	11%	0.0%	-21%	i
CCN1CCN(CC(=O)c2c(C)n(Cc3ccccc3)c3ccc(OC)cc23)CC1	-4%	0.5%	11%	-2%	3%	18%	1.4%	-2.2%	i
CC(C)C(=O)c1cn(Cc2ccccc2C#N)c2ccccc12	-3%	-0.7%	-7%	0%	10%	12%	-1.6%	-6.3%	i
N#CCN1CCN(c2ccc(C(F)(F)F)cc2)CC1	-7%	-0.2%	6%	0%	-4%	-4%	-0.4%	-3.4%	i
COc1ccc2oc3c(c2c1)NC(=O)CN=C3c1ccccc1	-10%	-0.9%	12%	5%	7%	-14%	8.9%	3.4%	i
CCN(CC)c1ccc(CNCCc2ccc(F)cc2)cc1	-6%	-1.3%	3%	-2%	5%	-5%	-3.3%	-12%	i
COc1ccc(N2C(=O)NC(=O)/C(=C/c3ccc(N4CCOCC4)cc3)C2=O)cc1	12%	0.5%	6%	5%	-14%	8%	0.7%	-5.0%	i
CCCCn1c(O)c(C(C)=NCCCn2ccnc2)c(=O)[nH]c1=O	10%	-0.4%	2%	2%	5%	12%	-2.4%	-1.7%	i
COc1ccc(CN2C(=O)NC(=O)/C(=C\c3cc(OC)c(OC)c(OC)c3)C2=O)cc1	-8%	0.0%	6%	9%	-4%	16%	-1.5%	-3.7%	i
COc1ccc(OC)c(NC2=NCCS2)c1	4%	-0.2%	2%	15%	12%	-1%	-1.1%	-6.6%	i
CCN(CC)C(=O)c1ccc(NC(=O)COc2ccccc2F)cc1	1%	0.6%	1%	-1%	12%	5%	-1.2%	11%	i
C=CCn1c(O)c(C=NCCCn2ccnc2)c(=O)[nH]c1=O	-8%	-0.2%	3%	1%	x	-3%	x	x	i
Cc1ccccc1-n1c(O)c(/C=N/c2nccs2)c(=O)[nH]c1=O	-5%&-4%	-0.9%&1.4%	1%&4%	3%&-2%	-26%&-7%	-7%&-2%	0.4%&-2.9%	-3.2%&-9.1%	i
C=CCn1c(O)c(C(C)=NCCC(c2ccccc2)c2ccccc2)c(=O)[nH]c1=O	13%	-1.0%	2%	5%	3%	13%	2.2%	-3.5%	i
CN=C(SCc1ccccc1)c1c(O)n(C)c(=O)n(C)c1=O	x	0.0%	x	0%	7%	x	-1.6%	-0.1%	i
CN1C(=O)NC(=O)/C(=C/c2ccc([N+](=O)[O-])s2)C1=O	-5%	-0.3%	10%	22%	x	29%	x	x	i
C=CCn1c(O)c(C=Nc2ccc(OC)cc2C)c(=O)[nH]c1=O	-1%	0.5%	-1%	10%	5%	5%	-0.5%	0.3%	i
O=[N+]([O-])c1cccc(CN2CCN(Cc3ccc(Br)cc3)CC2)c1	1%	-1.2%	-4%	8%	-7%	-2%	1.1%	-4.4%	i
CC(C)c1ccc(N=Nc2c(O)[nH]c(=O)[nH]c2=O)cc1	-11%	0.2%	8%	11%	x	12%	x	x	i
CCOC(=O)N(c1ccccc1)P1(=S)OCCO1	7%	-0.1%	0%	2%	-6%	10%	-1.1%	-2.0%	i
N=c1c2c(n(Cc3ccc(Cl)cc3Cl)c3c1CCC3)CCCC2	8%	0.3%	2%	4%	15%	12%	2.0%	0.5%	i
CC(C)c1ccc(N=Cc2c(O)n(C3CC3)c(=S)[nH]c2=O)cc1	-6%	0.3%	3%	-1%	x	5%	x	x	i
O=C1NC(=O)C(C/C=C/c2ccccc2)C(=O)N1	13%	0.2%	0%	2%	-66%	-3%	-2.0%	-2.7%	i
Cc1ccc2c(c1)C1CN(C)CCC1N2C(=O)c1ccc(Br)o1 (centres undefined)	4%	-0.2%	5%	-3%	6%	11%	-1.0%	-11%	i
Nc1ccccc1N=Cc1c(O)n(CCC2=CCCCC2)c(=O)[nH]c1=O	-11%	2.2%	3%	0%	36%	-3%	2.0%	-1.7%	i
Cc1nonc1OCCNc1ccc([N+](=O)[O-])c2cccnc12	-22%	-1.1%	9%	2%	34%	10%	-0.6%	-1.5%	i
Cc1ccc(-n2c(O)c(C=Nc3ccccc3N)c(=O)[nH]c2=O)cc1C	-13%	-0.1%	7%	0%	29%	-2%	-0.7%	0.0%	i
Cc1nn(Cc2ccccc2)c(Cl)c1C(=O)OCC(=O)Nc1cccc2ccccc12	-6%	1.0%	2%	8%	0%	17%	0.9%	-4.1%	i
CCOC(=O)c1c(/N=C/C2C(=O)NC(=S)NC2=O)sc(C)c1C	-5%	-0.9%	1%	20%	-6%	31%	1.3%	-3.6%	i
O=C(Cn1ncc2c3ccccc3n(Cc3ccccc3F)c2c1=O)N1CCC2(CC1)OCCO2	-3%	1.3%	4%	-3%	5%	16%	-3.5%	-2.3%	i
CC(=NCCN1CCOCC1)c1c(O)n(C2CCCCC2)c(=O)[nH]c1=O	-16%	0.4%	-4%	0%	-4%	20%	0.3%	-4.4%	i
Cc1ccc(-c2nc(N3CCOCC3)s[n+]2-c2ccccc2)cc1	-1%	1.2%	2%	-5%	39%	5%	-1.8%	-14%	i
Cn1c(=O)cc(OCC(=O)N2CCN(C3CCCCC3)CC2)c2ccccc21	-3%	0.5%	5%	0%	6%	9%	-2.3%	-1.8%	i
Clc1ccc2nc3c(c(-c4ccccc4)c2c1)CNCC3	17%	0.8%	8%	10%	1%	8%	-3.0%	2.8%	i
CN1C(=O)C(=Cc2ccc(-c3cccc(Cl)c3)o2)C(=O)N(C)C1=O	3%	-0.3%	0%	25%	-8%	2%	1.2%	-2.7%	i
CC1(C)C2CC=C(CN3CCOCC3)C1C2 (centres undefined)	15%	1.3%	-9%	3%	5%	0%	-2.0%	0.9%	i
Cc1ncc(CN2CCCC(C(=O)c3cccc(OC(C)C)c3)C2)s1 (centres undefined)	4%	-1.3%	3%	-4%	-2%	-7%	-0.5%	0.2%	i
(cont.)
SMILES	Salmonella PhoP GFP	West Nile virus CPE	P. falciparum M1AAP	Siah-1 displacement	human PMI inhibitors	M17LAP inhibition	CSM14.1 death rescue	XIAP antagonists	Yfh1-depleted yeast
O=C(Nc1ccc(Cl)cc1C(=O)c1ccccc1)c1ccco1	-3%	0.2%	4%	3%	5%	-1%	4.0%	0.2%	i
CCN(CC)CC(O)c1ccc(C2CCCC2)cc1 (centres undefined)	7%	0.1%	4%	-7%	-6%	17%	0.1%	-3.5%	i
CCOc1ccccc1N=C1SCCCN1C	-3%	-0.1%	11%	3%	-8%	-2%	-3.0%	-2.7%	i
Cc1ccc(-n2c(O)c(C=NCCN(C)C)c(=O)[nH]c2=O)cc1	7%	-0.6%	6%	-6%	14%	-18%	-4.3%	-7.6%	i
C[C@@H]1C[C@H]2OC(=O)C3(CO3)[C@H]2[C@H](O)[C@]2(C)C(=O)C3OC3[C@@H]12 (some centres undefined)	0%	u	-4%	7%	x	-3%	x	x	i

Assay outcomes from PubChem BioAssay.

Not all compounds are listed; rates above refer to the full screens.
